MOR-DOR inv ag – mu-delta opioid heterodimer inverse agonism; cell-based MOR-DOR heterodimer luminescence; inhibition, % at 9.3 µM; actives 0.21% (n = 340,000); AID 504357; in the data active = inhibition above about 22%, passing the limit was not always enough;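 note: 0% = cells with DMSO and 100% = wells without cells with DMSO; values of inactives mirror those of a sister screen read the other way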
OPRM1-OPRD1 ag – OPRM1-OPRD1 heterodimerization agonism; P35372+P41143; cells, luminescence; activation, % at 9.3 µM; actives 0.3% (n = 340,000); AID 504326; in the data active = activation above about 18%;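 note: 0% = vehicle-treated cells and 100% = reference agonist; values of inactives mirror those of a sister screen read the other way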
HTR5A inv ag – HTR5A inverse agonism, opioid heterodimer counter-screen | actives 0.083% (n = 340,000) | inhibition, % at 9.3 µM | P47898 | HTR5A cell line, luminescence | AID 504634; in the data active = inhibition mostly above about 23%, no sharp cut-off; inactive = mostly below about 18%;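 note: 0% = cells with DMSO and 100% = no-cell wells with DMSO; some compounds called inactive have numbers as strong as hits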
Target sequence (P47898 whole entry, looked up): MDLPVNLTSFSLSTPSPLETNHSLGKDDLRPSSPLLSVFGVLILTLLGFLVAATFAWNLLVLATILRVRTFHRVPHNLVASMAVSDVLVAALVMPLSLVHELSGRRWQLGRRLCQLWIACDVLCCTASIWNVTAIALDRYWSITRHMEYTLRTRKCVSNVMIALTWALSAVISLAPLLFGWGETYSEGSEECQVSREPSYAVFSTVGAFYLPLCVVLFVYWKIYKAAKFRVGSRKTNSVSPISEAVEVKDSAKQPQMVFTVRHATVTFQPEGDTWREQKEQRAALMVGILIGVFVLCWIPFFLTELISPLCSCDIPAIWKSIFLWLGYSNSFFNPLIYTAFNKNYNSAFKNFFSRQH
SUMO Mot1 rescue – SUMOylation pathway inhibition by Mot1-301 growth rescue. S. cerevisiae Mot1-301 growth rescue, ATP luminescence, 38.5C; percent above DMSO median, 100 means doubled. growth rescue, % at 18.8 µM. actives 1% (n = 320,000);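 active = every valid replicate shows activation above 250% relative to neutral control wells; inactive = the rest, any valid replicate at or below 250%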;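 note: OY570 slx delta 5 strain wells were the positive control but not used for scaling; some compounds called inactive have numbers as strong as hits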
Pemphigus Ab inh – human desmoglein-3 autoantibody binding inhibition. P32926. DSG3-coupled beads, scFv-anti-DSG3-GFP binding, flow cytometry; hits give low values. binding (percent of control), % at 10 µM. actives 0.48% (n = 310,000);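 active = binding more than 3 SD below its plate's average and above zero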;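 note: hits lower antibody fragment binding to DSG3; some compounds called inactive have numbers as strong as hits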
PfHsp90 set2 – reduces growth (ATP signal) of yeast expressing P. falciparum Hsp90. actives 0.32% (n = 310,000). S. cerevisiae expressing PfHsp90, BacTiter-Glo ATP, 48 h; yeast lacking PDR1 and PDR3 efflux regulators. inhibition, % at 9.4 µM. AID 504621;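 active = every replicate shows inhibition above about 80%, whatever the replicate mean, limit read from the data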;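 note: 0% = DMSO neutral controls and 100% = 20 µM radicicol positive controls; yeast relying on Plasmodium falciparum Hsp90 in place of its own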
phage Ecoli inh – E. coli growth loss with phage present. growth absorbance. inhibition, % at 11.9 µM. actives 0.26% (n = 360,000). AID 651602; in the data active = inhibition above about 11%
AddAB inh – less growth of phage-infected E. coli with AddAB; actives 0.29% (n = 330,000); E. coli expressing H. pylori AddAB, absorbance growth; inhibition, % at 11.9 µM; in the data active = inhibition above about 12%;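 note: 0% = vehicle wells of infected cells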
PKA-R1A activ – activates the PKA-R1A holoenzyme complex | P00514+P68181 | PKA-R1A dissociation, Cy5-IP20 fluorescence polarization; scaled: DMSO 0%, 113 µM cGMP 100% | activation, % at 11.4 µM | actives 0.083% (n = 340,000) | AID 504707;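 active = percent activation above the mean of all tested compounds plus 3 SD, cut at about 19% in these data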;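 note: higher means more PKAc released from R1A so a rise in polarization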
HTR5A ag ctr – activates human HTR5A in OPRM1-OPRD1 agonist counter-screen; activation, % at 9.3 µM; P47898; actives 0.61% (n = 340,000); HTR5A agonist assay, luminescence, cell-based; in the data active = activation mostly above about 9.5%, no sharp cut-off; inactive = mostly below about 7.6%;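 note: 0% = cells with vehicle only and 100% = reference agonist; strong numbers were not always called active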
Ecoli viability – reduces bacterial viability in AddAB counter-screen. E. coli V3065 growth, OD600 absorbance, 18 h. inhibition, % at 11.9 µM. actives 0.27% (n = 330,000). AID 449728;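 active = inhibition above the campaign's mean inhibition across all tested compounds plus 3 SD, cut at about 9.9% in these data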;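 note: uninfected addAB+ strain grown without phage in ampicillin broth; 0% = DMSO wells and 100% = ciprofloxacin 0.95 µg/ml wells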
An asterisk follows results filed as active; . = not tested or not shown.

nr	mol	SUMO Mot1 rescue	PKA-R1A activ	AddAB inh	HTR5A inv ag	Ecoli viability	MOR-DOR inv ag	OPRM1-OPRD1 ag	PfHsp90 set2	Pemphigus Ab inh	phage Ecoli inh	HTR5A ag ctr
1	CC(C)(C)C(=O)N1CCN(S(=O)(=O)c2ccc3c(c2)OCCCO3)CC1	1	5	1.0	-25	0.5	10	-1.9	.	98	2.4	10
2	CCCCCCOC(=O)Nc1ccc(S(=O)(=O)Nc2cccc([N+](=O)[O-])c2)cc1	-8	9	-1.6	-2	-1.6	-28	5.2	-15	111	3.9	0
3	Cc1cc(=O)oc2cc3c(cc12)OCO3	-4	2	-3.5	17	-1.2	13	-2.7	-11	113	1.5	-5
4	Oc1[nH]c2ccccc2c1N=Nc1ccccc1Cl	.	0	.	4	.	9	-2.0	-52	97	-0.3	-1
5	O=C(c1ccccc1)N1N=C(C(F)(F)F)CC1(O)c1ccccc1O (stereo not given)	22	-10	.	6	.	-14	2.6	-1	116	2.8	-3
6	Cc1ccccc1OC(C)C(=O)Nc1ccc(S(=O)(=O)Nc2nccs2)cc1 (stereo not given)	144	2	1.6	-5	0.1	4	-0.6	-13	.	0.1	2
7	CC(C)OCCCNC(=O)[C@H]1N2C(=O)c3ccccc3C2SC1(C)C (stereo not given in full)	-16	-10	0.6	10	2.8	13	-2.8	-7	98	2.0	-3
8	Cc1ccccc1NC(=O)C1CCCN1S(=O)(=O)c1cccc2cccnc12 (stereo not given)	-10	7	2.2	-3	-2.8	-4	0.8	11	103	.	1
9	Cc1cccc(NC(=S)NC2CCCCC2)n1	21	2	-2.3	9	-2.1	5	-0.7	-19	82	4.2	-4
10	CCOCCCn1c(SCC(=O)Nc2ccccc2OC)nc2ccccc2c1=O	-9	2	-0.3	7	-1.3	10	-2.2	-4	125	0.9	-2
11	CN1CCC(=NOc2ccc([N+](=O)[O-])cc2)CC1	8	2	1.6	-8	1.6	4	-0.6	0	99	5.6	3
12	Cn1c(N)c(C(=O)COC(=O)c2ccc(Br)o2)c(=O)n(C)c1=O	.	3	3.6	5	1.8	-5	0.9	7	103	3.0	3
13	COc1cccc(N2CCN(c3cnc4ccccc4n3)CC2)c1	84	-9	4.9	1	1.0	-31	5.4	-26	101	4.2	0
14	CCCn1nc(C(=O)Nc2ccc3nc(C)sc3c2)c2ccccc2c1=O	16	6	0.1	-5	0.9	9	-1.8	2	103	2.4	2
15	COCc1nnc(NS(=O)(=O)c2ccc(NC(C)=O)cc2)s1	.	4	0.3	-26	0.2	7	-1.2	1	108	3.2	1
16	COc1ccc(N2CCN(C(=O)COC(=O)COc3ccc(C#N)cc3)CC2)cc1	-9	-6	-1.0	-4	2.6	12	-2.5	8	101	3.5	-2
17	C[C@@H]1CN([C@H](C)CO)C(=O)c2cc(NC(=O)C3CCCCC3)ccc2O[C@@H]1CN(C)Cc1ccncc1	16	-6	2.8	-3	-1.3	14	-2.5	18	105	1.5	0
18	CN(CC(=O)Nc1ccc(Cl)c(C(F)(F)F)c1)C(=O)CCc1nc2ccccc2c(=O)[nH]1	11	2	-0.9	-21	-3.5	10	-2.4	.	96	-0.1	9
19	CCOc1ccc(OCCC(=O)NNC(=O)c2cc(OC)c(OC)c(OC)c2)cc1	7	0	-1.9	9	-2.4	14	-2.1	.	98	1.5	-3
20	COc1ccc(CN2CN(S(=O)(=O)c3ccccc3)c3nc4ccccc4nc32)cc1	5	-7	0.4	-14	1.4	-2	0.4	3	98	1.9	4
21	CCCNC(=O)c1oc2ccc3c(c2c1C)C(=O)CC(C)(C)O3	.	3	2.6	-2	0.0	6	-1.0	13	.	4.6	3
22	CCOc1ccc2c(c1)C(c1ccc(C)o1)=NNC(c1ccncc1)=N2	42	1	0.0	-3	-1.8	11	-2.1	-9	99	4.7	1
23	CCOC(=O)Cn1c(S(=O)(=O)Cc2cccc(F)c2)nc(-c2ccccc2)c1-c1ccccc1	-3	-7	3.0	4	1.1	0	0.0	19	102	-0.6	-1
24	Cc1c(CNCC(C)c2ccccc2)c(C(=O)O)c(C)n1Cc1ccccc1 (stereo not given)	-12	-4	1.4	1	0.7	6	-1.0	12	102	3.8	-4
25	Cc1cc(C(=O)NC2CCCc3c2cnn3-c2ccc(C(C)(C)C)cc2)n[nH]1 (stereo not given)	-19	-12	1.0	-19	-0.2	-2	0.4	-51	.	2.2	-2
26	CCOC(=O)C(=CNc1ccc2c(c1)CCN2C(C)=O)C(=O)OCC	-9	-4	-0.6	2	-1.3	-17	3.5	3	.	-0.2	5
27	O=C(O)C1CCN(C(=O)OCc2ccccc2)CC1	-1	-8	2.5	-2	-2.1	17	-3.1	.	96	.	3
28	CCc1nc(C)cn1S(=O)(=O)c1ccc(Cl)c(Cl)c1Cl	1	-10	0.8	-19	0.7	4	-0.7	.	107	3.4	1
29	CN(C)/N=C/C=C1\CC/C(=C\c2ccc(F)c(F)c2)C1=O	-6	-12	2.6	11	1.1	13	-2.6	27	102	-1.1	7
30	Cc1ccc(-c2ccc(/C=N/N3C(=O)C4C5C=CC(CC5)C4C3=O)o2)c([N+](=O)[O-])c1 (stereo not given)	229	-1	0.9	9	0.2	3	-0.6	4	100	-0.5	7
31	O=C(c1cnn2c(C(F)(F)F)cc(-c3ccccc3)nc12)N1CCOCC1	150	2	1.5	7	-0.3	6	-1.1	17	97	1.9	4
32	CCOC(=O)C1CCN(S(=O)(=O)c2cn(C)cn2)CC1	-8	3	0.3	8	-1.3	17	-3.4	2	101	0.9	-3
33	O=C(O)c1ccccc1SC1CC(=O)N(c2ccc3c(c2)OCO3)C1=O (stereo not given)	4	8	2.8	-17	1.8	5	-1.1	14	108	4.0	3
34	Cc1ccc(S(=O)(=O)N2C=CC(C(F)(F)F)=NCC2)cc1	335	1	3.9	-33	0.2	-2	0.4	3	.	1.4	-2
35	CCC(=O)N1CCN(c2nnc(-c3ccccc3)c3ccccc23)CC1	225	4	-0.3	2	-1.2	13	-2.8	31	109	0.4	-1
36	CN(C)S(=O)(=O)c1cccc(NC(=S)N2CCCCC2CO)c1 (stereo not given)	-3	3	2.7	8	-0.8	2	-0.5	-13	102	4.7	5
37	COc1cc(-c2nc3cnccn3c2Nc2ccc(C)cc2)ccc1O	-9	-3	2.5	-1	0.2	-7	1.1	-26	103	5.5	1
38	O=C(O)c1cc(O)ccc1O	.	-4	.	-15	.	8	-1.4	16	.	3.0	4
39	O=C(CN1CCC(NC(=O)c2ccc(Br)cc2)CC1)NCc1cccs1	1	6	2.0	-7	-2.4	10	-1.5	22	102	4.0	1
40	Cn1cccc1C(=O)NC(=O)COC(=O)CNS(=O)(=O)c1ccc(Br)cc1	11	-5	0.3	-49	2.1	8	-1.5	-10	104	3.8	17*
41	Cc1ccc(NC(=O)CN(C)C(=O)c2cc(C)on2)cc1	-12	5	2.5	2	0.9	-6	1.7	12	106	-3.0	-1
42	COC(=O)C1=C(Nc2ccc(C)cc2)C=C(C)C(C(=O)OC)C1c1ccc(F)cc1 (stereo not given)	57	-14	1.3	16	1.4	-15	3.5	-10	98	2.0	-6
43	COc1ccc(C(=O)NC(=S)Nc2ccc(S(=O)(=O)Nc3cc(C)on3)cc2)cc1OC	11	-8	5.1	-6	3.4	18	-3.5	20	110	2.8	2
44	CN(c1ccccc1)S(=O)(=O)c1ccc(C(=O)N2CCN(c3ccccc3F)CC2)cc1	10	1	1.7	-6	-0.8	-4	0.9	-11	.	5.8	5
45	O=c1c2ccccc2c(/C=N/c2n[nH]c(CCCO)n2)c(O)n1-c1ccccc1Cl	-4	-8	1.9	7	-1.3	7	-1.3	-8	108	0.5	2
46	CCC1(C)Cc2c(sc3nc(SCC(=O)O)[nH]c(=O)c23)CO1 (stereo not given)	-11	-5	0.6	8	0.1	9	-1.5	-29	94	-0.9	4
47	COc1cc(/C=C/c2ccc3cccc(O)c3n2)cc(Br)c1OC	8	-16	2.9	14	0.5	8	-1.7	-5	99	3.7	-4
48	COc1ccc(CNS(=O)(=O)c2cc(-c3cc(C)no3)ccc2C)cc1OC	3	-6	3.5	-6	3.5	8	-1.5	1	.	0.4	-3
49	O=C(COC(=O)c1cccc(F)c1)Nc1ccc2c(c1)OCCO2	-6	-12	0.6	5	-0.2	2	-0.6	22	98	0.3	2
50	CC(C)(C)Oc1ccccc1Nc1nc(NCCO)nc(N2CCCC2)n1	8	6	-1.5	-16	-1.7	-7	1.2	-42	99	1.7	5
51	O=C(C1CCCN(S(=O)(=O)c2ccccc2[N+](=O)[O-])C1)N1CCN(c2ccccc2)CC1 (stereo not given)	110	-7	4.2	-32	1.5	7	-1.0	-26	104	3.4	-2
52	Cc1cc(NC(=O)CSCC(=O)OCC(=O)Nc2ccc(OC(F)F)cc2)no1	3	5	1.2	3	0.5	1	-0.2	17	101	1.2	1
53	O=C(/C=C/c1ccccc1)c1ccc2c(c1)OCO2	-29	5	-1.2	-10	1.8	-11	2.1	2	.	1.2	4
54	CSc1ncccc1C(=O)N1CCCC(C(=O)c2ccc3ccccc3c2)C1 (stereo not given)	0	-10	-1.6	-4	-3.6	-12	2.3	1	107	3.4	1
55	CC(=O)C1=C(c2ccccc2)NC(=O)NC1c1cccs1 (stereo not given)	-15	2	4.5	0	0.9	4	-0.8	10	102	1.5	-5
56	CCn1c(SCC(=O)NC2CCS(=O)(=O)C2)nnc1-c1ccccc1 (stereo not given)	.	-5	-0.5	-9	-1.3	7	-1.5	6	78	0.3	5
57	CCOc1cc(S(=O)(=O)NC2CCCCC2)ccc1F	17	-11	2.3	5	3.5	10	-1.8	-50	113	3.8	-2
58	CCC(C)c1ccccc1NC(=O)C(C)Sc1n[nH]c(N)n1 (stereo not given)	126	-14	1.9	-10	-2.0	13	-3.2	13	93	2.5	4
59	O=C(NCCCN1CCOCC1)c1ccc(NC(=O)C2COc3ccccc3O2)cc1 (stereo not given)	-4	6	1.2	6	-0.3	-2	0.2	7	102	3.9	-2
60	Cc1nn(-c2nc(-c3ccco3)cc(C(F)(F)F)n2)c(C)c1Br	4	11	-2.4	0	-1.1	13	-2.2	.	94	3.7	1

(more compounds)
nr	mol	SUMO Mot1 rescue	PKA-R1A activ	AddAB inh	HTR5A inv ag	Ecoli viability	MOR-DOR inv ag	OPRM1-OPRD1 ag	PfHsp90 set2	Pemphigus Ab inh	phage Ecoli inh	HTR5A ag ctr
61	COc1ccccc1OCCn1cc(C(=O)C(C)C)c2ccccc21	-3	-9	0.8	-17	1.7	15	-3.1	12	92	0.0	5
62	COC(=O)c1ccc(/C=C/C(=O)c2cccc(OC)c2)cc1	-21	1	-0.2	22	-0.3	2	-0.4	7	105	0.6	-6
63	Cc1cc(C)cc(NC(=O)CCCN2C(=O)C(c3ccccc3)Oc3cccnc32)c1 (stereo not given)	-6	-9	4.6	11	-0.4	-2	0.4	-19	129	3.9	-3
64	CN(C(=O)c1ccc2c(c1)SC1=NS(=O)(=O)CCN12)C(c1ccccc1)c1ccccc1	-15	-15	1.8	8	-0.7	12	-2.4	5	108	1.5	-1
